# Assay outcomes as filed in PubChem.
# FBW7 activator: FBW7 E3 ligase activators, primary screen, biochemical, AlphaScreen, human | AlphaScreen FBW7–phospho-cyclin E peptide binding, activator screen | hit rate 0.13% among 650,000 | F-box/WD repeat-containing protein 7 (Homo sapiens), Q969H0 | normalized activity (activation), % at 26.1 µM; in the data active = normalized activity above about 1.9%;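 also: purified mutant Fbw7 with reduced substrate affinity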
# MITF inh: MITF inhibitors, primary screen, biochemical, AlphaScreen, human | inhibition, % at 2.6 µM | Microphthalmia-associated transcription factor (Homo sapiens), O75030 | hit rate 0.91% among 650,000 | AID 1259374, 2018 | AlphaScreen MITF homodimerization, bead proximity signal; in the data active = inhibition above about 50%;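 also: 0% = vehicle wells with protein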
# Target sequence (O75030 whole entry, looked up): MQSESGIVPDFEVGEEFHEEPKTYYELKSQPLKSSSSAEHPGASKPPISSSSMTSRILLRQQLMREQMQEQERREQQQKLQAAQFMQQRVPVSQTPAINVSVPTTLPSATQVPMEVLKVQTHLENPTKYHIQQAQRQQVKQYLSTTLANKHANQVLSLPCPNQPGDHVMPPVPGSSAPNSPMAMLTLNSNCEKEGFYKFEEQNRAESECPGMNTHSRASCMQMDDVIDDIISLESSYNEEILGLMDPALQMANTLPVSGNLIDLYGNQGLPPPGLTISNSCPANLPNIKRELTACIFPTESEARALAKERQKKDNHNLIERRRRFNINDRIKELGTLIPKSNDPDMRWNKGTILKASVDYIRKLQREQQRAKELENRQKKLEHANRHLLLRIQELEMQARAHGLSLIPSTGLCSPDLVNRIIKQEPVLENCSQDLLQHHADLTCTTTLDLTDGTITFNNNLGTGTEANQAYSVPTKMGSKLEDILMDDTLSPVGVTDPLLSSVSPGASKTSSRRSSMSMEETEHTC
# GPR151 ag: activators of human GPR151, primary screen, cell-based, PathHunter beta-arrestin, luminescence | hit rate 1% among 650,000 | PathHunter beta-arrestin GPR151 cells | activation, % at 11.2 µM | G-protein coupled receptor 151 (Homo sapiens), Q8TDV0 | AID 1508602, 2020; in the data active = activation above about 4.9%;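 also: 0% = median of compound wells and 100% = cells with positive control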
# Target sequence (Q8TDV0 whole entry, looked up): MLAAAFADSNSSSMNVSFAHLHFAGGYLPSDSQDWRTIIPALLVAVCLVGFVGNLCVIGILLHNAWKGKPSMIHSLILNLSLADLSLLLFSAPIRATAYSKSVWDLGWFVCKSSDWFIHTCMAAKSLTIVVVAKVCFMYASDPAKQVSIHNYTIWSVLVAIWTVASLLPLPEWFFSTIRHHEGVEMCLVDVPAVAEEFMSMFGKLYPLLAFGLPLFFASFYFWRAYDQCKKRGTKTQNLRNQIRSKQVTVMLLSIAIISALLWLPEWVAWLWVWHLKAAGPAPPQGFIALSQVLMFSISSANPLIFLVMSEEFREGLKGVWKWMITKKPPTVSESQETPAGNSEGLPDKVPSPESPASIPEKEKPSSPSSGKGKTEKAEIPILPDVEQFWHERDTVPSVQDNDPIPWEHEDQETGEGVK
# TEAD-YAP block: TEAD-YAP interaction inhibition, primary screen, TEAD-YAP interaction inhibitor project, luminescence, HEK-TIYL cells; TEAD-Gal4/YAP UAS-luciferase luminescence; inhibition, % at 9.12 µM; hit rate 1.4% among 640,000; in the data active = inhibition above about 32%;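 also: 0% = median of test compound wells and 100% = reference inhibitor wells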
# * = called active by the depositor.
Compound	FBW7 activator	MITF inh	GPR151 ag	TEAD-YAP block
Cc1cc2c(/C=C/C(=O)O)nc(-c3ccccc3)nc2o1	0.2	3	1.4	-8
Nc1nnc(SCC(=O)Nc2ccc(S(=O)(=O)Nc3nccs3)cc2)s1	0.5	22	-2.9	0
Cc1cccc(N(C)C(=O)C2CCCN2S(=O)(=O)c2cccc3nsnc23)c1 (centres undefined)	0.2	0	1.4	4
Nc1nnc2c(n1)-c1ccccc1C2=O	0.0	10	1.3	2
COc1cccc(CN2CCN(CC(=O)NCc3ccco3)[C@@H](C)C2)c1	-0.1	-11	0.3	8
O=C(/C=C/Nc1ccccc1[N+](=O)[O-])c1ccccc1	-0.1	11	-4.7	67*
Cc1nn(C(=O)Cn2cc([N+](=O)[O-])cn2)c(C)c1Cl	0.1	-1	-0.6	1
CC(=O)c1cccc(NC(=O)/C=C/c2c(F)cccc2Cl)c1	0.7	22	-0.5	-46
CCC(C)n1c(SCC(=O)NCCc2ccc(S(N)(=O)=O)cc2)nc2ccsc2c1=O (centres undefined)	-0.1	5	0.4	11
CCOc1ccc(N(C)S(=O)(=O)c2ccc3[nH]cc(C(=O)N(C)C4CCCCC4)c(=O)c3c2)cc1	0.7	22	0.4	4
CCOC(=O)N1CCc2c(sc(NC(=O)C(C)(C)C)c2-c2nc3ccccc3s2)C1	0.0	2	-1.8	-1
COc1ccc(CN2CCN(C3CSCCSC3)CC2CCO)c(C)c1C (centres undefined)	-0.1	-2	0.1	8
COc1cccc(C2CC(c3ccc(Cl)cc3)Nc3ncnn32)c1OC (centres undefined)	-0.1	-10	-1.7	-4
COc1ccc(-c2nc(=S)c3c(n2Cc2ccccc2)CCCC3)cc1	-0.2	4	1.5	5
COc1cccc(-c2cc(C(F)(F)F)n3nc(C(=O)Nc4c(C#N)cnn4C)cc3n2)c1	0.0	-5	0.7	8
O=C(CCCOc1ccccc1)NCc1ccc(Cl)cc1	0.0	-1	2.9	1
CCC(C)(C)C1CCc2c(sc(NC(=O)/C=C/C(=O)O)c2C(N)=O)C1 (centres undefined)	-0.3	5	-1.0	9
O=C(O)c1cn[nH]c1-c1cccc([N+](=O)[O-])c1	-0.1	18	-1.1	1
COc1ccc(/C=c2\sc3nc(=O)c(C)nn3c2=O)c(OC)c1	0.1	14	-2.0	-2
Cc1cc(-n2c(SCC(=O)Nc3ccc(F)c(F)c3)nc3n[nH]c(C)c3c2=N)ccc1Cl	0.3	11	0.0	2
COc1ccccc1NC(=O)Cn1cnc2sc(C(=O)N3CCN(c4ccccn4)CC3)c(C)c2c1=O	0.2	19	-1.2	17
CCOc1ccc(N=c2scc(-c3ccc([N+](=O)[O-])cc3)n2CCO)cc1	-0.2	20	1.0	1
N#Cc1ccc(Cl)cc1NC(=O)COC(=O)c1ccc([N+](=O)[O-])o1	-0.1	-4	0.4	12
CC[C@H](C)[C@@H]1NC(=O)[C@H]2CN(Cc3cccc(C)c3)CCN2C1=O	-0.3	1	1.2	15
COc1ccc(-c2csc(NC(=O)Cn3c(=S)nc4ccccn43)n2)cc1	1.1	16	-0.9	2
COc1ccc(NC2=NC(C)(C)Cc3ccccc32)cc1	0.0	9	1.6	-3
CCCn1c(CCC(=O)NCCc2ccc(OC)cc2OC)nc2cccnc21	0.0	8	1.1	-6
O=C(Nc1ccc2c(c1)CCN2C(=O)C1CC1)C1CC1	0.1	8	-0.9	-8
N#Cc1ccc(Sc2nc3ccccc3[nH]2)cc1C#N	0.4	21	-0.7	4
O=C(CN(c1ccccc1)S(=O)(=O)c1ccccc1)N/N=C/c1cccs1	-0.1	11	0.3	-5
Cc1cccc(NC(=O)CSc2nnc(NCc3ccccc3)s2)c1C	0.0	-5	-0.6	4
CC1CCCC(NC(=O)CNCc2ccccc2F)C1C (centres undefined)	0.0	18	0.7	4
Cc1ccc(C(C)CCN2CCOc3ccc(CN4CCC(O)CC4)cc3C2)o1 (centres undefined)	0.6	1	-0.1	4
Cc1ccc(S(=O)(=O)N(C)CC(=O)NC(C)C)cc1	0.1	5	1.3	10
CCc1c(C)c2ccc(OC)c(I)c2oc1=O	0.1	14	-1.4	3
O=C(CSc1nnc(CCCO)n1-c1ccccc1)NC12CC3CC(CC(C3)C1)C2	0.0	-15	-1.0	-1
Cc1cc(C(=O)NCc2nnc3n2CCN(Cc2ccc4ccccc4c2)CC3)c(C)o1	0.4	10	-0.3	8
CCOC(=O)N1CCC(N2Cc3cccc(C(=O)NCc4ccc(C)cc4)c3C2=O)CC1	-0.2	-18	0.3	4
O=C(NCCc1ccc(O)cc1)c1cccc(-c2ccc(N3CCOCC3)nc2)c1	-0.2	-7	0.7	-15
CC(CCc1ccccc1)NCc1c(C(=O)O)[nH]c2ccccc12 (centres undefined)	-0.1	-1	-0.2	-12
C=CCC(CC=C)(NC(=O)c1ccccc1C)c1ccccc1	0.0	9	0.3	0
COc1ccc(-c2nc(NCCO)c3[nH]cnc3n2)cc1	-0.3	-5	0.1	-3
CCc1ccccc1N1C(=O)CC(SCC(=O)Nc2ccc(Br)cc2)C1=O (centres undefined)	0.2	7	1.4	10
CCOC(=O)C1CCCN(C(c2ccc(OCC)cc2)c2sc3nc(C)nn3c2O)C1 (centres undefined)	0.2	-20	4.1	-2
CCc1ccc(NC(=O)C(CC)Sc2nc3ccsc3c(=O)n2C2CC2)cc1 (centres undefined)	-0.1	-2	0.4	5
Cc1nc(C)c(-c2csc(Nc3cccc([N+](=O)[O-])c3)n2)s1	-0.2	4	-1.1	-8
COc1ccc(CNC(=O)c2cc(C)nn2-c2ccccc2)cc1	0.2	3	0.3	5
CN(C)CCCNC(=O)c1cccc(F)c1	0.6	10	-1.5	5
Cc1cc2ccccc2n1CCNC(=O)c1ccc(Br)o1	0.7	10	1.0	-4
COC(=O)c1cc2c(cc1NC(=O)c1cc3cccc(OC)c3oc1=O)OCCO2	0.1	23	0.7	-5
O=NN(CCN(CN1C(=O)C(=O)c2ccccc21)N=O)CN1C(=O)C(=O)c2ccccc21	0.7	3	-0.7	11
O=C(CN1CCC(n2cnc3cc(F)ccc32)CC1)NCc1ccc(F)cc1	0.0	16	-0.6	18
COc1ccc(C(=O)Nc2ccccc2C(=O)NC(C(=O)NNC(=O)c2ccncc2)C(C)C)cc1 (centres undefined)	-0.1	9	-0.8	5
CCCN(CCC)S(=O)(=O)c1ccc2c(c1)CC(C)N2C(C)=O (centres undefined)	-0.1	10	0.9	-3
O=C(C1CCCN(C2CCN(Cc3ccccc3)CC2)C1)N1CCN(c2ccccc2)CC1 (centres undefined)	-0.4	73*	-0.9	14
CC(C)n1cnc2c(NCCOc3ccccc3)nc(Nc3ccc4ncccc4c3)nc21	0.0	-8	-0.4	-8
COc1ccc2nc(SCC(=O)N3CCN(c4ccc(O)cc4)CC3)c(C#N)cc2c1	-0.1	0	-0.6	-10
CC(C)(C)c1ncn(-c2ccc(Nc3nccc(-c4cc(N5CCOCC5)nc(N5CCOCC5)c4)n3)cc2)n1	0.0	-15	-1.1	22
Cc1nc(Cl)c2oc3ccccc3c2n1	0.0	9	-0.5	-14
Cc1nc(C(C)NC(=O)Cn2nnnc2CN(C)C(C)C)cs1 (centres undefined)	0.1	3	1.3	2

# Entries of single compounds from above. Order of values: FBW7 activator, MITF inh, GPR151 ag, TEAD-YAP block
# Shown for CN(C)CCCNC(=O)c1cccc(F)c1 → 0.6, 10, -1.5, 5
# Shown for CC(C)n1cnc2c(NCCOc3ccccc3)nc(Nc3ccc4ncccc4c3)nc21 → 0.0, -8, -0.4, -8
# Shown for COc1ccc(CNC(=O)c2cc(C)nn2-c2ccccc2)cc1 → 0.2, 3, 0.3, 5

# The results go on:
# Every second line gives: FBW7 activator	MITF inh	GPR151 ag	TEAD-YAP block
- COc1ccc(Cl)cc1C(=O)Nc1cc2nn(-c3ccc(C)cc3)nc2cc1C
 : 1.2	11	-0.7	0
- C=CCn1c(=NC(=O)c2ccc([N+](=O)[O-])cc2)c(C#N)cc2c(=O)n3ccccc3nc21
 : 0.3	19	-0.8	0
- O=C(CN1C(=O)NC2(CCCC2)C1=O)Nc1ccccc1F
 : -0.1	2	-0.1	5
- N/C(=N\OC(=O)COc1ccc2ccccc2c1Br)c1cccnc1
 : 0.3	11	-0.7	-3
- O=C(Nc1nccs1)c1cccc(-n2ccc3ccccc32)c1
 : -0.3	6	3.9	6
- CC(C)CC(=O)N1CCC(n2nnc3ccccc3c2=O)CC1
 : 1.1	27	6.0*	0
- COc1ccc(C(=O)NC2CC(=O)N(c3ccc(Cl)cc3)C2)c(OC)c1 (centres undefined)
 : -0.1	-2	0.6	2
- CCOC(=O)/C(=C(/C)NCc1ccccc1)c1cc(O)c(Cl)c(Cl)c1O
 : -0.2	29	-0.2	-9
- Cc1cc2c(cc1N)NC1(O)c3ccccc3C(=O)C1(O)N2 (centres undefined)
 : -0.1	11	-0.1	0
- CSc1ccc(C2C(C#N)=C(N)Oc3cc(C)n(Cc4ccccn4)c(=O)c32)cc1 (centres undefined)
 : 0.1	17	-0.6	14
- CCOC(=O)C1=C(C)N=c2s/c(=C\c3ccc(-c4ccc([N+](=O)[O-])cc4Br)o3)c(=O)n2C1c1ccc(OC)c(OC)c1 (centres undefined)
 : -0.1	-7	-1.5	-6
- COc1ccc(C2=NCCc3cc(OC)c(OC)cc32)cc1
 : 0.0	-1	1.0	-5
- COc1ccc(OC2OC(CO)C(O)C(O)C2NC(C)=O)cc1 (centres undefined)
 : -0.2	7	0.0	2
- Cc1ccc(C2CC(c3ccc(Br)cc3)=NN2C(=O)CSc2nnc(CNC(=O)c3ccco3)n2-c2ccc(F)cc2)cc1 (centres undefined)
 : 0.0	-1	1.8	6
- CCc1ccc(OCC(=O)O/N=C(\N)Cc2ccc([N+](=O)[O-])cc2)c(Br)c1
 : 0.0	0	-1.2	1

# 2 of these compounds, set out differently.
structure: CCc1ccc(OCC(=O)O/N=C(\N)Cc2ccc([N+](=O)[O-])cc2)c(Br)c1
  FBW7 activator: 0.0
  MITF inh: 0
  GPR151 ag: -1.2
  TEAD-YAP block: 1
structure: CC(C)CC(=O)N1CCC(n2nnc3ccccc3c2=O)CC1
  FBW7 activator: 1.1
  MITF inh: 27
  GPR151 ag: 6.0*
  TEAD-YAP block: 0

# Following part.
# Every second line gives: FBW7 activator	MITF inh	GPR151 ag	TEAD-YAP block
- COC(=O)C1=C(C)NC(=O)C1(Nc1nccs1)C(F)(F)F (centres undefined)
 : -0.1	4	1.5	7
- CCCCCn1c(N(CC)CC)nc2c1c(=O)[nH]c(=O)n2C
 : -0.1	-10	-0.5	-12
- COc1ccc(-c2ccc(=O)n(CC3CCN(C(=O)C(C)(C)C)CC3)n2)cc1OC
 : -0.2	2	1.0	-30
- CCOc1ccc(OCCCN2CC(C)CC(C)C2)cc1 (centres undefined)
 : -0.2	42	1.2	-7
- CCOC(=O)c1ccc(NC(=S)N(Cc2cccs2)C2CCCCC2)cc1
 : -0.2	-3	-0.7	-4
- CCOC(=O)c1c(NC(=O)CSc2nnc(CNC(=O)c3cccc(OC)c3)n2-c2cccc(C)c2)sc2c1CCC2
 : 0.0	3	-0.1	2
- COc1cc(Nc2nc(-c3c(C)noc3C)nc3c2ncn3C2CCCCC2)cc(OC)c1OC
 : -0.2	9	-1.2	-3
- Cc1cc(S(=O)(=O)NCCCN2CCOCC2)ccc1Br
 : 0.1	-10	0.9	-2
- CCS(=O)(=O)N1CCN(c2ccc([N+](=O)[O-])c(N3CCOCC3)c2)CC1
 : 0.1	3	-1.7	2
- COc1ccc(Br)cc1CON1C(=O)c2ccccc2C1=O
 : 0.2	-7	-0.1	6
- CCOC(=O)c1c(NC(=O)NCc2ccccc2)sc2c1CCC2
 : 0.1	-6	-0.4	-2
- O=C(NC1CCCCC1)c1c(F)cccc1Cl
 : 0.0	-11	0.6	-13
- Cc1cccn2c(=O)c(C=C(C#N)C#N)c(N3CCCC3)nc12
 : 0.4	12	1.6	-4
- O=C(c1ncn[nH]1)N(Cc1cc2ccccc2[nH]c1=O)c1ccccc1
 : 0.2	18	-2.3	-2
- O=[N+]([O-])c1ccccc1S(=O)(=O)N1CCNCC1
 : 0.1	12	-1.1	4
- CC1CCN(C(=O)CSc2cn(Cc3ccccc3Cl)c3ccccc23)CC1
 : 0.1	1	-1.0	2
- Cc1cc(C)cc(CN2CCc3nnc(CNC(=O)CCc4cccnc4)n3CC2)c1
 : 0.2	4	0.9	-39
- CC(=O)Nc1cccc(NC(=O)CSc2nccn2Cc2ccc(F)cc2)c1
 : -0.3	-2	2.2	4
- Cc1ccc(Cc2c(C)nc3c(C(=O)N4CCN(c5cccc(C)c5C)CC4)cnn3c2C)cc1
 : 0.0	2	0.1	9
- COc1ccc(C2C(C(=O)NCCN(C)C)c3ccccc3C(=O)N2c2ccc(OC)cc2)cc1 (centres undefined)
 : 0.5	-4	0.4	2
- COc1ccccc1N1CCN(S(=O)(=O)c2ccccc2[N+](=O)[O-])CC1
 : -0.2	-2	0.0	13
